HDAC3 inhib: HDAC3 deacetylase inhibitors, primary screen, biochemical, fluorescence, cell-free homogeneous; Histone deacetylase 3 (Homo sapiens), O15379; recombinant HDAC3, fluorogenic peptide/trypsin coupled; inhibition, % at 8.3 µM; 320,000 tested, 0.15% active; in the data active = inhibition above about 26%, passing the limit was not always enough
KCNK9 block: KCNK9 potassium channel inhibitors, primary screen, HEK293 cells, thallium flux; B-score at 10 µM; FluxOR thallium flux fluorescence; hits give low values; 310,000 tested, 1.2% active; Potassium channel subfamily K member 9 (Homo sapiens), Q9NPC2;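 active = ratio B-score over 3 SD below the library mean, with starting fluorescence within 5 SD of its mean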;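 also: negative B-score means less thallium flux so channel inhibition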
SKKanGAS inh: S. pyogenes SKKanGAS growth inhibitors in kanamycin, primary screen, streptokinase expression inhibitor project, SKKanGAS strain, BacTiter-Glo luminescence; AID 1662, 2009; inhibition, % at 7.5 µM; 300,000 tested, 1.3% active; 6 h;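 active = mean replicate score, as percent of positive control median, at least 50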;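 also: strain carries kanamycin resistance gene driven by streptokinase promoter and grows in 40 µg/ml kanamycin; loss of luminescence reflects streptokinase promoter inhibition or plain growth inhibition; 0% = median of DMSO wells and 100% = positive control at its reference dose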
KCNQ1 pot: potentiators or activators of KCNQ1 channel, primary screen, cell-based, thallium flux, high-throughput. Potassium voltage-gated channel subfamily KQT member 1 (Homo sapiens), P51787. CHO-K1 KCNQ1, thallium flux FluxOR fluorescence; hits give high values. B-score at 10 µM. 310,000 tested, 0.35% active. AID 2648, 2010;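 active = fluorescence ratio B-score, a plate-corrected score, at least three library SD, with initial intensity B-score within 5 SD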
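Doses: Single concentration per compound, DMSO matched to controls | Test system: KCNQ1-transfected CHO-K1 cells | Timing: 90 min dye loading and 20 min compound exposure, both at room temperature | Measured by: Kinetic FluxOR thallium fluorescence, 10-s 1-Hz baseline, 110-s post-stimulus read | Medium: Assay buffer with matched DMSO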
RGS4 pot: RGS4 potentiators or activators, primary screen, cell-based, HEK293 M3R inducible RGS4, calcium flux; carbachol calcium flux Fluo4; hits give low values; B-score at 10 µM; 310,000 tested, 0.92% active; AID 463111, 2010;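 active = B-score of the integrated calcium signal more than 4 SD below the library mean, with starting fluorescence not abnormally high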;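 also: negative B-score means reduced calcium response which marks RGS4 activation or potentiation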
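Assay system: Inducible-RGS4 HEK293 cells carrying M3 receptor | Schedule: Compound preincubation 20 min at room temperature before agonist | Signal: Kinetic calcium fluorescence imaging with Fluo4-AM dye, 2 µM | Read-out basis: B score from integrated fluorescence ratio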
KCNK3 block: human KCNK3 channel inhibitors, primary screen, CHO cells, FluxOR thallium flux, B-score. Potassium channel subfamily K member 3 (Homo sapiens), O14649. FluxOR fluorescence; hits give low values. B-score at 10 µM. 340,000 tested, 0.84% active. AID 602410, 2012;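 active = B-score under library mean minus 4 SD, starting fluorescence ratio at most library mean plus 5 SD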;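 also: more negative B-score means stronger inhibition of thallium flux through KCNK3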
KCNQ1 block: inhibitors of human KCNQ1 channel, primary screen, cell-based, thallium flux, high-throughput; Potassium voltage-gated channel subfamily KQT member 1 (Homo sapiens), P51787; CHO-K1 KCNQ1, FluxOR thallium flux fluorescence; hits give high values; B-score at 10 µM; 310,000 tested, 1.3% active;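 active = compounds whose thallium flux B-score, printed positive for inhibition, exceeds three library SD while starting fluorescence stays within three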;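 also: channel opened by potassium depolarization with thallium stimulus after 20 min compound exposure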
hERG protect: hERG rescue from dofetilide block, primary screen, cell-based, CHO-hERG, FluxOR thallium flux, dofetilide IC70. Voltage-gated inwardly rectifying potassium channel KCNH2 (Homo sapiens), Q12809. dofetilide IC70 present. activation (rescue from dofetilide block), less the hit threshold, % at 10 µM. 310,000 tested, 0.51% active. AID 1511, 2009;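 active = activation above the mean of controls blocked by dofetilide plus 5 SD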;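 also: thallium influx through hERG after potassium depolarization seen as dye fluorescence rise; in these data hits start at about 4.7%; inactives centre near -7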
TMEM16A act: TMEM16A chloride channel activators or potentiators, primary screen, cell-based, HTS | Anoctamin-1 (Mus musculus), Q8BHY3 | HEK293 TMEM16A/YFP-H148Q/I152L, iodide quench fluorescence; hits give low values | B-score at 10 µM | 340,000 tested, 0.3% active;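 active = fluorescence-ratio B-score plate-corrected deviation score at least 3 library SD below zero, with starting fluorescence score within 5 deviations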;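 also: channel opened by trigger with iodide after compound preincubation; score built on the fluorescence ratio of max minus min over baseline; more negative score means more quench and so TMEM16A activation or potentiation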
Target sequence (Q8BHY3 whole entry, looked up): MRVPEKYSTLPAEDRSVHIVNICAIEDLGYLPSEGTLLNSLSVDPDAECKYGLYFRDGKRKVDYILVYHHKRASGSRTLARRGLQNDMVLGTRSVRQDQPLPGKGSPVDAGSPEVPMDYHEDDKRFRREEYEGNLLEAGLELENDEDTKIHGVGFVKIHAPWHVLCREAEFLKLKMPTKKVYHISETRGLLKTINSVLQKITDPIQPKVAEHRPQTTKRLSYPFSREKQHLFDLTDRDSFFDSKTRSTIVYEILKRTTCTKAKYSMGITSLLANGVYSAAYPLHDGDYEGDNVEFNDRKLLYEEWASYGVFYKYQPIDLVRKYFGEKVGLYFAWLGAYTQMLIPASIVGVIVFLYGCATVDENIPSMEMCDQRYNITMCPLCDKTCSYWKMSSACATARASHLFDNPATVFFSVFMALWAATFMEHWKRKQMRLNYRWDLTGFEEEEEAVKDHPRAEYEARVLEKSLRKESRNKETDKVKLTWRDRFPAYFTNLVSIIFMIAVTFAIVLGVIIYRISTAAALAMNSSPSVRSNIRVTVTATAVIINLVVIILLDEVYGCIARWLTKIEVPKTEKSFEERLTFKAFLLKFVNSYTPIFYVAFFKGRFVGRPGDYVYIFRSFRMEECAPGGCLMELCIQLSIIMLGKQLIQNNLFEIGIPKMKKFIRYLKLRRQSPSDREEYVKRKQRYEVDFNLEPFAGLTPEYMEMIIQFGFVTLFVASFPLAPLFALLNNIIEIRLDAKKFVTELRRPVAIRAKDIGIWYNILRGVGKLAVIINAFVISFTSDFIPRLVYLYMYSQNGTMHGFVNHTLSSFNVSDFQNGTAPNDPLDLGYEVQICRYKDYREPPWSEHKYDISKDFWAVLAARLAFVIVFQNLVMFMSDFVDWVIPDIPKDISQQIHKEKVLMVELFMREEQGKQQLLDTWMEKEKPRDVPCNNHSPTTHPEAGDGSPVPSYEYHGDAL
TMEM16A inh: TMEM16A chloride channel inhibitors, primary screen, cell-based, HTS | HEK293 TMEM16A/YFP iodide influx fluorescence, ionomycin | normalized B-score (activity score, 25-100; higher = stronger inhibition) at 10 µM | 310,000 tested, 1.2% active;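 active = ratio plate-corrected score three or more library SD toward inhibition, starting fluorescence score within five deviations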;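 also: score derived from kinetic fluorescence span divided by baseline fluorescence per well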
RGS4 block: RGS4 inhibitors, primary screen, cell-based, HEK293 M3R inducible RGS4, calcium flux | 310,000 tested, 0.45% active | Fluo-4 calcium flux; hits give high values; triggered by carbachol at its EC20 | B-score at 10 µM;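 active = B-score, a plate-corrected calcium signal, over three deviations above library mean, with baseline fluorescence within five deviations of library mean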;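 also: RGS4 expression induced by doxycycline in cells with stable M3 receptor; B-score is computed from the integrated fluorescence ratio over baseline after carbachol; higher B-score means a larger calcium signal and so more RGS4 inhibition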
The depositor's hits bear a star; i = inactive; / = no result given; & = joins results of further samples.

SMILES	HDAC3 inhib	KCNK9 block	SKKanGAS inh	KCNQ1 pot	RGS4 pot	KCNK3 block	KCNQ1 block	hERG protect	TMEM16A act	TMEM16A inh	RGS4 block
O=C(c1ccc(=O)n(Cc2ccc(Cl)c(Cl)c2)c1)N1CCOCC1	-2	i	11	i	i	i	i	-17	i	i	i
Cc1cc(=O)n2[nH]c(-c3ccccc3)cc2n1	-11	i	-2	i	i	i	i	0	i	i	i
CCSC1(SCC)N=C(N)C2(C#N)C(c3ccccc3)NC(C)=CC12C#N (stereo not given)	4	i	-2	i	i	i	i	-2	i	i	i
CCOCC(=O)Nc1ccc(S(=O)(=O)N2CCOCC2)cc1	-1	i	2	i	i	i	i	-6	i	i	i
Cc1ccc(SCCNC(=S)Nc2ccccc2)cc1	0	i	5	i	i	i	i	-14	i	i	i
O=C(O)c1ccc(S(=O)(=O)c2ccc3c(c2)C(=O)N(c2ccccc2[N+](=O)[O-])C3=O)cc1	1	i	0	i	i	i	i	-8	i	i	i
COC(=O)Cn1cc(C(=O)C(C)(C)C)c2ccccc21	-2	i	-5	i	i	i	i	-20	i	i	i
COc1ccc(C(=O)Nc2cccc(C(=O)NCc3ccccc3)c2)cc1	-3	i	-1	i	i	i	i	-9	i	i	i
NCCCS(=O)(=O)O	1&4	i	-1	i	i	i	i	-3	i	i	i
CC(CCc1ccc(O)cc1)NCc1ccc(Br)cc1 (stereo not given)	-8	i	2	i	i	i	i	-5	i	i	i
Cc1sc2nc(SCC(N)=O)n(C)c(=O)c2c1C	1	i	-2	i	i	i	i	-8	i	i	i
CCCCN(C)CCN1C(=O)C2C(C(=O)Nc3cccc(OC)c3)C3C=CC2(O3)C1C(=O)NC1CCCCC1C (stereo not given)	2	i	1	i	i	i	i	-5	i	i	i
O=C1Nc2ccccc2C1=Nc1cccc(Cl)c1	-8	i	-3	i	i	i	i	-11	i	i	41*
CCOC(=O)N1CCN(Cc2nc(-c3cccs3)no2)CC1	1	i	5	i	i	i	i	-12	i	i	i
CCN1C(=O)c2ccc(C(=O)Nc3ncc(C)s3)cc2C1=O	0	i	-3	i	i	i	i	-12	i	i	i
O=C(CNC(=O)c1ccccn1)N/N=C/c1ccccc1	7	i	0	i	i	i	i	-4	i	i	i
CCOc1ccc(CCNS(=O)(=O)c2cccc3nsnc23)cc1OCC	10	i	18	i	i	i	i	-8	i	i	i
CCc1ccc(-c2cc(C)no2)cc1S(=O)(=O)NCc1ccccc1OC	4	i	0	i	i	-11*	i	-10	i	i	i
O=C(CCC1=NS(=O)(=O)c2ccccc2N1)NC1CCCCCCC1	9	i	12	i	i	i	i	-12	i	i	i
CN(C)c1nc(N)c(C(=O)N=C(N)N)nc1Cl	5	i	-3	i	i	i	i	-5	i	i	i
CC(C)N(Cc1nccn1C)C(=O)c1cc(COc2ccc(-n3cncn3)cc2)on1	-1	i	-2	i	i	i	i	-13	i	i	i
O=C(O)c1cc(O)ccc1NC(=O)c1cccc2ccccc12	-4	i	3	i	i	i	i	-5	i	i	i
Cc1ccc(NC(=O)c2ccc3nc(N4CCOCC4)sc3c2)c(Cl)c1	-5	i	2	i	i	i	i	-9	i	i	i
COC(=O)c1sc(NC(=O)CSc2nc3nc(C)cc(C)n3n2)c(C(=O)OC)c1C	6	i	9	i	i	i	i	-12	i	i	i
Cc1cccc(NC(=S)NNC(=O)c2ccccc2Br)c1	-6	i	2	i	i	i	i	-2	i	i	i
COc1ccc(N2C(=O)CCC(C(=O)N3CCCCCC3)C2c2ccc(OC)c(OC)c2)cc1 (stereo not given)	-10	i	-1	i	i	i	i	-14	i	i	i
C/C(=N\NC(=O)CC1N=C(Cc2ccccc2)NNC1=O)c1ccccc1 (stereo not given)	0	i	-4	i	i	i	i	0	i	i	i
C/C(=N\NC(=O)c1ccc(Br)cc1)c1cccnc1	7	i	-1	i	i	i	i	-10	i	i	i
CCN1CCCC1CNS(=O)(=O)c1ccc(Cl)c(C(F)(F)F)c1 (stereo not given)	-4	i	-1	i	i	i	i	0	i	i	i
CCC(C)(C)NC(=O)C(c1ccc(C)cc1)N(Cc1ccco1)C(=O)Cn1nnc2ccccc21 (stereo not given)	-5	i	8	i	i	i	i	-4	i	i	i
CCOC(=O)c1cnc2c(c(C)nn2CC)c1NCCN1CCOCC1	6	i	-4	i	i	i	i	-10	i	i	i
CCOC(=O)Cn1c(CCC(=O)O)ccc1-c1ccc(F)cc1	-1	i	-1	i	i	i	i	-5	i	i	i
CC(C)(C)Nc1c(-c2ccc(O)cc2)nc2ccc(Cl)cn12	-1	i	-3	i	i	i	i	-12	i	i	i
CSc1nc2ccccc2n1CC(=O)Nc1cc(C(F)(F)F)ccc1N1CCOCC1	15	-7.8*	3	i	i	i	i	-9	i	i	i
Cc1cc(C(=O)c2cnc(/N=C/N(C)C)s2)cc(C)c1O	1	i	-3	i	i	i	i	-10	i	i	i
COc1cc(NC(=O)C2=C(C)OCCS2)c(Cl)cc1C(=O)NCCN1CCN(C)CC1	0	i	-2	i	i	i	i	-8	i	i	i
Cc1ccc2c(CSc3nnc4ccccn34)cc(=O)oc2c1C	-4	i	0	i	i	i	i	-7	i	i	i
COC(=O)c1sc2nc(N)c(C#N)cc2c1N	2	i	-6	i	i	i	i	-6	i	i	i
CCCc1cc(C(=O)Nc2cccc(C(C)=O)c2)no1	/	i	-1	i	i	i	i	-10	i	i	i
CCN(CC)CCCNC(=O)c1csc(Nc2cccc3ccccc23)n1	2	i	-11	i	i	i	i	-8	i	i	i
CCNC(=S)N(Cc1cc2cc(C)ccc2[nH]c1=O)C1CCCC1	-6	i	5	i	i	i	i	-6	i	i	i
COc1ccc(Cl)cc1CN1C(=O)NC2(CCCCCC2)C1=O	0	i	-5	i	i	i	i	-12	i	i	i
Cc1cc(C)cc(NC(=O)c2c(C)nc3ccccn23)c1	-1	i	2	i	i	i	i	-6	i	i	i
Cn1c2c(c3ccccc31)CC/C2=N\O	8	i	-8	i	i	i	i	-4	i	i	i
O=C(O)CCS(=O)(=O)c1cc(Br)cc2c1N(C(=O)C1CC1)CC2	-4	i	11	i	i	i	i	-4	i	i	i

The last 2 entries of the part before come first, to join the parts.
SMILES	HDAC3 inhib	KCNK9 block	SKKanGAS inh	KCNQ1 pot	RGS4 pot	KCNK3 block	KCNQ1 block	hERG protect	TMEM16A act	TMEM16A inh	RGS4 block
Cn1c2c(c3ccccc31)CC/C2=N\O	8	i	-8	i	i	i	i	-4	i	i	i
O=C(O)CCS(=O)(=O)c1cc(Br)cc2c1N(C(=O)C1CC1)CC2	-4	i	11	i	i	i	i	-4	i	i	i
CSCc1nnc(NC(=O)c2ccc(S(=O)(=O)N3CCCCC3C)cc2)o1 (stereo not given)	5	i	39	i	i	i	i	-5	i	i	i
CCCCn1nnnc1SCC(=O)Nc1cccc(C)n1	-6	i	-2	i	i	i	i	-4	/	i	i
O=C(Nc1ccc(N2CCOCC2)cc1)C1CCN(S(=O)(=O)Cc2ccccc2)CC1	-2	i	1	i	i	i	i	-2	/	i	i
CCCn1c2ccccc2c2cnn(CC(=O)NCCCN3C(C)CCCC3C)c(=O)c21 (stereo not given)	-9	i	-3	i	i	i	i	-8	i	i	i
O=c1sc2ccccc2n1CCCOc1ccccc1	3	i	12	i	i	i	i	-8	i	i	i
Cn1ccnc1C(O)c1ccc(OCc2ccccc2)cc1 (stereo not given)	-6	i	0	i	i	i	i	-5	i	i	i
Cc1cccc(C)c1NC(=O)COC(=O)COc1ccc2c(C)cc(=O)oc2c1	-10	i	5	i	i	i	i	-5	i	i	i
Cc1ccc(CS(=O)(=O)Cc2ccc(C(=O)NC3CCCCCC3)o2)cc1	-2	i	1	i	i	i	i	-7	i	i	i
CC1CCCC(NC(=O)COC(=O)CCC2CCCC2)C1C (stereo not given)	2	i	-5	i	i	i	i	-2	i	i	i
NS(=O)(=O)Oc1ccccc1	-8	i	5	i	i	i	i	-5	i	i	i
Cc1ccsc1C=Nc1c(C)n(C)n(-c2ccccc2)c1=O	-2	i	-6	i	i	i	i	-10	i	i	i
COc1cc(C2/C(=C(\O)c3ccc4c(c3)CC(C)O4)C(=O)C(=O)N2CC2CCCO2)cc(OC)c1OC (stereo not given)	/	i	1	i	i	i	i	-8	i	/	i
CN1CCN(c2ccccc2NC(=O)c2ccc(-c3ccc(Cl)cc3Cl)o2)CC1	-4	i	8	i	i	i	i	-10	i	i	i
O=C(O)c1ccc(CSCc2ccco2)cc1	9	i	4	i	i	i	i	-1	i	i	i
Cc1ccc(CN2CCN(CC(=O)NCc3ccc(Cl)cc3)C2=O)cc1	-1	i	-5	i	i	i	i	-5	i	i	i
CC(C1CC1)N(C(=O)c1ccccc1O)c1ccccc1 (stereo not given)	-4	i	0	i	i	i	i	-12	i	i	i
O=C(CCC1CCCC1)Nc1ccc(Br)cn1	-4	i	-2	i	i	i	i	-9	i	i	i
Cc1ccccc1C(=O)Nc1ccnn1C1CCN(Cc2c(C)n(C)c3ccccc23)CC1	/	i	1	i	i	i	i	-13	i	/	i
CCOc1ccc(C(=O)NCC(=O)OCc2c(F)cccc2Cl)cc1	1	i	-3	i	i	i	i	-4	i	i	i
Cc1ccc(NC(=S)Nc2ccc(F)cc2)c(C)c1	2	i	-5	i	i	i	i	-5	i	i	i
CCOC(=O)c1c(/N=C/c2ccc(OC)cc2O)sc2c1CCN(C)C2	6	i	3	i	i	i	i	-20	i	i	i
CCOC(=O)CSc1nnc(CNC(=O)c2cccs2)n1-c1cc(OC)ccc1OC	/	i	-1	i	i	i	i	-12	i	i	i

Bioassay records (PubChem BioAssay)
